Screens as filed in PubChem.
PKA-R2B activ: activators of PKA-R2B holoenzyme, primary screen, biochemical, fluorescence polarization, Cy5-IP20, human. actives 0.079% (n = 340,000). cAMP-dependent protein kinase catalytic subunit beta (Homo sapiens) + cAMP-dependent …. activation, % at 11.4 µM. PKA-R2B holoenzyme dissociation; R2B truncated from residue 108, S112A mutant; 0% DMSO only, 100% 113 µM cGMP. AID 504700, 2011;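 active = activation above a cutoff set at the mean over all compounds plus 3 SD, cut at about 18% in these data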;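 note: higher means more holoenzyme dissociation and a rise in polarization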
Target sequence (P31323 whole entry, looked up, other chains not shown, the tested form may be a part): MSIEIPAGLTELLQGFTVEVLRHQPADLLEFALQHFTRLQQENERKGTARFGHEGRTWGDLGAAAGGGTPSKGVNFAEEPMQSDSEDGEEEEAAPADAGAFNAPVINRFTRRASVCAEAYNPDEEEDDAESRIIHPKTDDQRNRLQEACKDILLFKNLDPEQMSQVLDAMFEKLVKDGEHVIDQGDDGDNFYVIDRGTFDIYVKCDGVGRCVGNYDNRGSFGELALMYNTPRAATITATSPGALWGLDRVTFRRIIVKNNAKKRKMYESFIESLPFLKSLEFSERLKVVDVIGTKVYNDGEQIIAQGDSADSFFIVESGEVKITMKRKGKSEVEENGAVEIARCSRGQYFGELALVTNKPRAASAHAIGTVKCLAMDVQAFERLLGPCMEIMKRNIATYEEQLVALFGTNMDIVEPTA
DAGLB inhibitor: DAGLB lipase inhibitors, primary screen, biochemical, fluorescence, HTS; Diacylglycerol lipase-beta (Homo sapiens), Q8NCG7; HEK293T DAGLB membrane lysate, EnzChek fluorogenic substrate; inhibition, % at 5.17 µM; actives 0.059% (n = 340,000); AID 504411, 2011; in the data active = inhibition above about 34%;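 note: 0% = enzyme with vehicle and 100% = wells lacking enzyme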
Target sequence (Q8NCG7 whole entry, looked up): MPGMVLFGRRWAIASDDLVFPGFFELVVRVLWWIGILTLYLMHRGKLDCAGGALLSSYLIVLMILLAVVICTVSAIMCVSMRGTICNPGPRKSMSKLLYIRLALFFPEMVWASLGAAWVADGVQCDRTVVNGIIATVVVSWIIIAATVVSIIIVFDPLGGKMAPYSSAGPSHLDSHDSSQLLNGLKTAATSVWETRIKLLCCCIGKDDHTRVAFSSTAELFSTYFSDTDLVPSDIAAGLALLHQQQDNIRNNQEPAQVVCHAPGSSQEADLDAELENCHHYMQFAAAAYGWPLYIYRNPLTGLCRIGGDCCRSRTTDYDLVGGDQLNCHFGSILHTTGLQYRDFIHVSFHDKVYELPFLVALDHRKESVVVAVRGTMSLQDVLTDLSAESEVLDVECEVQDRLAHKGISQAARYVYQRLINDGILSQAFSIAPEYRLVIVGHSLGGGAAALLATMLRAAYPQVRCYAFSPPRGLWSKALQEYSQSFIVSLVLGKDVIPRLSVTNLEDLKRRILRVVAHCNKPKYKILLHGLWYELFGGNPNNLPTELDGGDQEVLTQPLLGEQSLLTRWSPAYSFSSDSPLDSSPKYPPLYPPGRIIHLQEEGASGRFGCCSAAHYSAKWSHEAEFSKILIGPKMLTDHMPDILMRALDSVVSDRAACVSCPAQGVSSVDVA
* hit, by the source's call. A portion of the library; the hit share may differ from the screen's.

SMILES | PKA-R2B activ | DAGLB inhibitor
O=C(NCCc1ccccc1C(F)(F)F)c1cc(COc2ccccc2)on1 | 1 | -11
COc1ccc(CCNCCC(c2ccccc2)c2ccccc2)cc1OC | -3 | 0
COc1ccc(-c2n[nH]nc2C2=CC(=O)CC(C)(C)C2)cc1 | -1 | 0
O=c1cc(-c2ccccc2)nc2c(Cl)cc(Cl)cn12 | -5 | -10
O=S(=O)(c1ccc(NC(=S)N2CCOCC2)cc1)N1CCCCC1 | 12 | 1
Cc1ccccc1NC(=O)Cc1nc(COC(=O)C(C)(C)Oc2ccc(Cl)cc2)cs1 | 3 | -9
CC1=NN(C(N)=S)C(=O)C1N=Nc1ccccc1[N+](=O)[O-] (centres undefined) | -4 | 4
Cc1noc(C)c1NC(=O)N(C)C[C@H]1OCc2cnnn2CCCC(=O)N([C@@H](C)CO)C[C@H]1C | -8 | -2
Cc1cccc(C(C)C)c1NC(=O)COC(=O)CCC(=O)N(CC(C)C)c1c(N)n(CC(C)C)c(=O)[nH]c1=O | 1 | 0
C[C@H](O)[C@@H]1CN2CCc3c([nH]c4ccccc34)[C@@H]2C[C@@H]1N(C)C(=O)NC1CCCCC1 | 6 | -1

Overlap with the part before: six compounds; new compounds follow.
SMILES | PKA-R2B activ | DAGLB inhibitor
O=S(=O)(c1ccc(NC(=S)N2CCOCC2)cc1)N1CCCCC1 | 12 | 1
Cc1ccccc1NC(=O)Cc1nc(COC(=O)C(C)(C)Oc2ccc(Cl)cc2)cs1 | 3 | -9
CC1=NN(C(N)=S)C(=O)C1N=Nc1ccccc1[N+](=O)[O-] (centres undefined) | -4 | 4
Cc1noc(C)c1NC(=O)N(C)C[C@H]1OCc2cnnn2CCCC(=O)N([C@@H](C)CO)C[C@H]1C | -8 | -2
Cc1cccc(C(C)C)c1NC(=O)COC(=O)CCC(=O)N(CC(C)C)c1c(N)n(CC(C)C)c(=O)[nH]c1=O | 1 | 0
C[C@H](O)[C@@H]1CN2CCc3c([nH]c4ccccc34)[C@@H]2C[C@@H]1N(C)C(=O)NC1CCCCC1 | 6 | -1
C[C@@H]1CN([C@@H](C)CO)C(=O)CCCn2nncc2CO[C@@H]1CN(C)C(=O)Nc1ccccc1F | 2 | 1
CC(=O)Cn1cnc2c(cnn2-c2ccc(F)cc2)c1=O | 2 | 0
O=C(OCC(=O)c1c[nH]c2ccccc12)c1ccc(OC(F)F)cc1 | -2 | -2
CCN(CC)C(=O)C1=C(C)N(Cc2ccc(C(C)(C)C)cc2)C(=O)C(CC(=O)NCc2ccco2)C1 (centres undefined) | -10 | 0
CCc1ccc(/C=C2\SC(=S)N(CCCC(=O)N3CCCC3)C2=O)cc1 | -5 | -4
Cc1ccc(C(=O)C=CC=Cc2ccccc2)cc1 | -4 | -19
CCC(C)c1ccc(S(=O)(=O)N2CCN(C(=O)CN3C(=O)NC(C)(C4CC4)C3=O)CC2)cc1 (centres undefined) | -9 | 1
CC(=NCc1ccccc1)c1ccc(O)cc1O | -12 | 3
CC1(C)CC(=O)C=C(c2ccc(COC(=O)C3CC3)cc2)C1=O | -2 | 0
COc1ccc(C(=O)CC(C#N)c2ccc3c(c2)OCO3)cc1OC (centres undefined) | 12 | -3
O=C(O)CN1C(=O)C2C3CCC(C3)C2C1=O (centres undefined) | -2 | -5
COC(=O)c1ccc(CNC(=O)CN2C(=O)NC(Cc3ccccc3)(c3ccccc3)C2=O)cc1 (centres undefined) | 5 | 0
O=[N+]([O-])c1ccc(-c2csc(COc3ccccc3)n2)cc1 | 2 | -17
Cc1cc(OCC(=O)Nc2nccs2)c2c(C)c(C)c(=O)oc2c1 | 3 | -5
O=C(O)c1ccccc1C(=O)OCC1CCC(=NO)CC1 (centres undefined) | 3 | -7
CCOC(=O)c1c(C)cc2c(CO)n[nH]c(=O)c2c1C | -2 | -3
CCOC(=O)c1ccc(NC(=O)c2nc[nH]c2C(=O)N[C@@H](C)CO)cc1 | 3 | 0
CCCCN1C[C@H](c2ccc(Br)cc2)[C@@H](CC(=O)Nc2ccc(Br)cc2)C1=O | 2 | -3
C[C@@H]1CN([C@@H](C)CO)C(=O)CCCn2nncc2CO[C@@H]1CN(C)S(=O)(=O)c1cccc(F)c1 | -2 | -2
O=c1c2ccccc2nnn1-c1ccccc1[N+](=O)[O-] | -1 | -5
NC(=O)CN1C(=O)C2C3CCC(C3)C2C1=O (centres undefined) | -7 | -2
O=C(Cc1c[nH]c2ccccc12)N1CCN(S(=O)(=O)c2ccc(F)cc2)CC1 | -7 | 1
CC(Cc1ccccc1)NC(=O)CCNNC(=O)c1ccncc1 (centres undefined) | 3 | -1
CC(C)(C)Cc1c(-c2ccccc2)nc2ccc(Cl)cn12 | -2 | -13
Clc1ccc2c(c1)-c1ccccc1C1=NCCN12 | 1 | -2
CC(C)CC1C(=O)N(Cc2cn(CCC3OCCO3)nn2)CCS(=O)(=O)N1Cc1ccc(-c2cccc(N(C)C)c2)cc1 (centres undefined) | -2 | 5
O=C(CCc1nc2ccccc2c(=O)[nH]1)Nc1ccccc1N1CCCCC1 | 6 | 3
O=C(COC(=O)/C=C/c1ccc(Cl)cc1)NC1CCS(=O)(=O)C1 (centres undefined) | 4 | 0
C[C@@H](NC(=O)c1ncn2c1c(=O)[nH]c1cccnc12)c1ccccc1 | 1 | 0
O[C@H]1C[C@H](c2ccccc2)N(Cc2cccs2)C[C@@H]1n1cc(-c2ccc(F)cc2)nn1 | 1 | -2
CN1CCN(C(=O)C[C@@H]2C[C@H]3c4cc(NC(=O)c5cccnc5)ccc4O[C@H]3[C@H](CO)O2)CC1 | 1 | 0
O=C(NN=Cc1ccccc1Cl)c1ccccc1 | -4 | -1
c1ccc(C2=NC(c3ccccc3)CC2)cc1 (centres undefined) | -2 | -5
Cc1cccc(NC(=O)c2nc[nH]c2C(=O)Nc2cc(Br)ccc2F)c1 | -8 | -8
O=C1c2ccccc2S(=O)(=O)c2cc(-c3nn[nH]n3)ccc21 | 0 | 3
CC1=C(C(=O)N2CCOCC2)CC(CC(=O)NC2CCCC2)C(=O)N1Cc1ccccc1 (centres undefined) | -3 | 4
COc1ccc(C(=O)N/C(=C/c2cccs2)C(=O)N2CCN(C)CC2)cc1 | 1 | 1
C[C@@H]1CCCCO[C@H](CN(C)C(=O)C2CCCCC2)[C@@H](C)CN([C@H](C)CO)C(=O)c2cc(N(C)C)ccc2O1 | 10 | -2
c1cnc(NCCSSCCNc2ncccn2)nc1 | -1 | -3
CCN(CC)C(=O)C1=C(C)N(CCCN2CCCC2=O)C(=O)C(CC(=O)NCCc2ccccn2)C1 (centres undefined) | 1 | 0
CCCCOc1ccc(C(=O)NCC(=O)N2CCN(C/C=C/c3ccccc3)CC2)cc1 | 1 | -4
O=C(NCC(=O)N1CCN(C(c2ccccc2)c2ccccc2)CC1)c1ccccc1Br | 7 | -5
CNC(=O)c1ccc(NC(=O)c2ccccc2OCc2c(C)noc2C)cc1 | 4 | 1
C[C@@H]1CN([C@H](C)CO)C(=O)c2cc(Br)cnc2O[C@@H]1CN(C)C(=O)CC1CC1 | -9 | -3
COc1ccc(S(=O)(=O)N2CC=C(c3ccccc3)CC2)cc1OC | 2 | -3
CCS(=O)(=O)N1CCC2(CC1)OCCN2S(=O)(=O)c1ccccc1 | -6 | -1
O=C(COC(=O)c1ccc2c(c1)OCCO2)Nc1ccccc1C(F)(F)F | -8 | -10
COc1ccc(NC(=O)N(C)[C@H]2C[C@H]3c4[nH]c5ccccc5c4CCN3C[C@H]2[C@H](C)O)cc1 | -4 | 1
C#CCOC(=O)CCCN1C(=O)c2cccc3cccc(c23)C1=O | -2 | -2
O=c1c2ccccc2sn1-c1ccc(Cl)cc1Cl | 11 | 0

(more compounds)
SMILES | PKA-R2B activ | DAGLB inhibitor
CCN(CC)C(=O)C1=C(C)N(Cc2ccccc2)C(=O)C(CC(=O)NC2CCCCC2)C1 (centres undefined) | -1 | 2
COc1ccc(C(=O)NCC(c2ccco2)N2CCc3ccccc3C2)c(OC)c1 (centres undefined) | 1 | -10
COc1cccc(COC(=O)C2CC(=O)N(Cc3ccccc3)C2)c1OC (centres undefined) | 1 | -3
O=C(OCc1cn([C@@H]2CN(Cc3cccs3)[C@@H](c3ccccc3)C[C@H]2O)nn1)c1ccccc1 | 3 | -1
COc1ccc(-c2ccc(CN3C(C(C)C)C(=O)N(Cc4cn(CC5CCCCC5)nn4)CCS3(=O)=O)cc2)cc1 (centres undefined) | 0 | -6
Cc1ccc(S(=O)(=O)N2C[C@@H](C)[C@]3(C2)[C@H](O)[C@H](OC(=O)NCc2ccccc2F)C[C@H]2C(=O)N(c4ccccc4)C(=O)[C@H]23)cc1 | -4 | -1
O=C(OCc1cn([C@@H]2CN(CC3CCCCC3)[C@@H](c3ccc(Cl)cc3)C[C@H]2O)nn1)c1ccccc1 | 4 | 0
C[C@H](CO)N1C[C@H](C)[C@H](CN(C)C(=O)Nc2ccc(C(F)(F)F)cc2)Oc2ncc(-c3cccnc3)cc2C1=O | 10 | 1
COc1ccc(S(=O)(=O)N2CCC(C(=O)NCCc3ccc(OC)c(OC)c3)CC2)cc1 | -9 | -3
C[C@@H]1CN([C@@H](C)CO)C(=O)CCCn2nncc2CO[C@@H]1CN(C)C(=O)Nc1ccc(N2CCN(C)CC2)cc1 | 2 | 2

Profiles, quoted from the list.
`Cc1ccc(S(=O)(=O)N2C[C@@H](C)[C@]3(C2)[C@H](O)[C@H](OC(=O)NCc2ccccc2F)C[C@H]2C(=O)N(c4ccccc4)C(=O)[C@H]23)cc1` in the list: PKA-R2B activ = -4; DAGLB inhibitor = -1
`O=C(OCc1cn([C@@H]2CN(Cc3cccs3)[C@@H](c3ccccc3)C[C@H]2O)nn1)c1ccccc1` in the list: PKA-R2B activ = 3; DAGLB inhibitor = -1
`COc1cccc(COC(=O)C2CC(=O)N(Cc3ccccc3)C2)c1OC` (centres undefined) in the list: PKA-R2B activ = 1; DAGLB inhibitor = -3

The list continues.
SMILES | PKA-R2B activ | DAGLB inhibitor
Cc1ccc(-c2ccccc2C2=CC(=O)CC(C)(C)C2=O)cc1 | -6 | -10
CN(C(=O)COC(=O)Cc1ccc(Br)cc1)c1c(N)n(Cc2ccccc2)c(=O)[nH]c1=O | -2 | -1
O=C(Nc1ccnn1C1CCN(Cc2ccc(CO)o2)CC1)c1cccc(F)c1 | -3 | -3
O=C(NNC(=O)c1cccc(S(=O)(=O)Nc2ccccc2F)c1)c1ccncc1 | 7 | -4
Cc1ccc(OCC(=O)Nc2ccncc2)cc1C | -4 | 3
C[C@@H]1CN([C@H](C)CO)C(=O)c2c(c3ccccc3n2C)-c2ccccc2CO[C@H]1CN(C)Cc1ccccc1 | 7 | -5
Cc1nc(-c2cccc(NC(=O)c3ccc(Cl)c(S(=O)(=O)N4CCCC4)c3)c2)cs1 | 2 | -1
CC1(C(=O)NNC(=O)c2cccc([N+](=O)[O-])c2)CC1Br (centres undefined) | -3 | -1
Cc1nc2ccccn2c(=O)c1NC(=O)c1ccc2c(c1)OCO2 | -4 | -4
Cc1cccc(C)c1OCCOC(=O)c1ccc(S(=O)(=O)N2CCCC2)cc1 | 1 | -7
CN(C)c1ccc2nc3ccc(=O)cc-3sc2c1 | -15 | -1
CCN(CC)C(=O)C1=C(C)N(CCC2=CCCCC2)C(=O)C(CC(=O)NCCN2CCOCC2)C1 (centres undefined) | -10 | -1
COc1ccc(CCNS(=O)(=O)c2ccc3c(c2)CC(C)N3C(=O)C2CC2)cc1OC (centres undefined) | -8 | 2
O=C(Nc1cccc(Cl)c1Cl)c1ccco1 | 1 | -3
COc1ccc(S(=O)(=O)N(C)C[C@H]2OCc3cnnn3CCCC(=O)N([C@H](C)CO)C[C@@H]2C)cc1 | -6 | -1
O=C(NCCN1CCOCC1)c1ccc2c(c1)N(Cc1cccc(Cl)c1)C(=O)c1ccccc1S2(=O)=O | -1 | 3
O=C1CCCCc2cc(O)c(O)cc21 | -21 | 2
CC1=C(C(=O)N2CCOCC2)CC(CC(=O)NCC2CCCCC2)C(=O)N1CCCN1CCCC1=O (centres undefined) | -4 | 1
COC(=O)C[C@H]1C[C@H]2c3cc(NC(=O)Nc4ccc(F)cc4)ccc3O[C@H]2[C@@H](CO)O1 | 6 | -1
C[C@H](CO)N1C[C@H](C)[C@@H](CN(C)C(=O)CCC(F)(F)F)OCc2cnnn2CCCC1=O | -8 | -3
Cc1ccc([C@H]2C[C@@H](n3cc(C4CC4)nn3)[C@H](O)CN2CC2CCCCC2)cc1 | 5 | -4
Cc1cccc(NC(=O)Oc2ccc(Cl)c3cccnc23)c1 | 3 | 3
COc1cccc(N2CCN(C(=O)c3ccc(Cl)c(S(=O)(=O)N4CCCCCC4)c3)CC2)c1 | 8 | -1
CCN(CC)C(=O)C1=C(C)N(Cc2ccc(F)cc2)C(=O)C(CC(=O)NC(c2ccccc2)c2ccccc2)C1 (centres undefined) | 0 | 2
CCC1NC(=O)c2cccnc2-n2c1nc1cc(OC)c(OC)cc1c2=O (centres undefined) | 0 | 0
Cc1ccc(S(=O)(=O)CCC(=O)Nc2cc(C)on2)cc1 | 5 | -3
CCCN1CCN(C(=O)c2ccc3[nH]c(C)c(C)c3c2)CC1 | -8 | 1
Cc1noc(C)c1NC(=O)N(C)C[C@@H]1Oc2cc(Br)ccc2S(=O)(=O)N([C@@H](C)CO)C[C@H]1C | -6 | 0
CCN(CC)C(=O)C1=C(C)N(Cc2ccc(OC)cc2)C(=O)C(CC(=O)NCCc2ccccn2)C1 (centres undefined) | 1 | -4
Cc1ccccc1Nc1nn2c(=O)c3ccc(C(=O)N4CCCC(C)C4)cc3nc2s1 (centres undefined) | -2 | 3
COc1cc(C)c2sc3ccccc3c(=O)c2c1NCCN(C)C | -11 | 11
CCCCCC(=O)N1C[C@H](n2cc(COC(=O)c3ccccc3)nn2)[C@@H](O)C[C@@H]1c1ccc(Cl)cc1 | -9 | -3
COc1cc(/C=C/C(=O)O)cc(S(=O)(=O)Nc2cc(S(=O)(=O)N3CCCCC3)ccc2Cl)c1OC | 3 | -1
